Keap1 Nrf2 FP – disrupts human Keap1 binding to Nrf2 peptide | Keap1 Kelch-Nrf2 peptide fluorescence polarization, 1536-well | inhibition, % at 9.4 µM | 340,000 compounds, 0.15% hits | AID 504523 | Q14145; in the data active means inhibition above about 12%;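 further: human Keap1 Kelch domain with fluorescein labeled Nrf2 9mer peptide probe; 0% = neutral control wells and 100% = peptide positive control; higher means more block of Keap1 binding to Nrf2 peptide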
Cardiac RTF inh – cardiac RTF calcium desensitization; P19429+P45379; IANBD-labeled cardiac RTF, Ca2+ fluorescence; inhibition, % at 7.15 µM; 340,000 compounds, 0.12% hits; AID 493244;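 active means inhibition above the mean inhibition of all tested compounds plus 3 SD, cut at about 17% in these data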;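 further: assay run at fixed EC70 calcium of 1.6 mM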
Rtt109 Vps75 – inhibitors of Candida albicans Rtt109/Vps75 histone acetyltransferase. Q5AAJ8. purified Rtt109/Vps75, ThioGlo CoA-SH fluorescence, 4 h. inhibition, % at 34.9 µM. 330,000 compounds, 0.16% hits;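 active means inhibition of at least 50% in every replicate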
RTF Ca sens act – cardiac RTF calcium sensitization | activation, % at 7.2 µM | P19429+P45379 | IANBD-labeled TnC RTF fluorescence at EC20 calcium; 0% EC20 calcium, 100% full calcium | 340,000 compounds, 0.24% hits | AID 493008;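 active means activation above the mean over all tested compounds plus 3 SD, cut at about 30% in these data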;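 further: rise in fluorescence read as greater calcium sensitivity of cardiac thin filaments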
PfHsp90 yeast 2 – growth inhibition of yeast expressing Plasmodium Hsp90 | inhibition, % at 9.4 µM | S. cerevisiae expressing PfHsp90, BacTiter-Glo ATP, 48 h; yeast lacking PDR1 and PDR3 efflux regulators | 310,000 compounds, 0.32% hits;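 active means every replicate shows inhibition above about 80%, whatever the replicate mean, limit read from the data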;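 further: 0% = DMSO neutral controls and 100% = 20 µM radicicol positive controls; yeast relying on Plasmodium falciparum Hsp90 in place of its own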
dFosB act – activators of mouse delta FosB homodimer. P13346. purified delta FosB, TAMRA-CDK5 oligo fluorescence polarization; percent of positive-control signal above neutral wells. activation, % at 25 µM. 340,000 compounds, 0.99% hits. AID 493131;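 active means mean activation above about 17%, with every replicate also reaching it, limit read from the data, passing the limit was not always enough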;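 further: fluorescence polarization rise as delta FosB binds a TAMRA Cdk5 AP-1 oligo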
C-LANA FP – KSHV C-LANA DNA binding inhibition. AID 504423. inhibition, % at 9 µM. 340,000 compounds, 0.078% hits. MBP-C-LANA/FAM-LBS DNA binding, fluorescence polarization;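 active means highest replicate inhibition at or above 60% at 9 µM, even if other replicates fall short; inactive means all replicates below 60% inhibition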;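 further: 0% = neutral control wells and 100% = 4 µM acridine orange control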
CDK5 inh – inhibitors of human CDK5/p35 kinase; inhibition, % at 10 µM; Q00535+Q15078; Recombinant CDK5/p35, ADP-Glo luminescence, 60 min; 330,000 compounds, 0.01% hits;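 active means highest replicate inhibition of at least 50% and at least 75% of replicates reaching 50%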;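 further: plate controls were DMSO neutral control for no effect and GW8510 at 10 µM for full effect; many of its hits are not listed in these tables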
PvdQ inh – P. aeruginosa PvdQ acylase inhibition. 340,000 compounds, 0.063% hits. purified PvdQ acylase, fluorescence plate reader. AID 488965. inhibition, % at 10 µM; in the data active means inhibition above about 30%, passing the limit was not always enough;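 further: 0% = vehicle neutral wells and 100% = reference inhibitor wells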
Mot1-301 SUMO – SUMOylation pathway inhibition by Mot1-301 growth rescue | S. cerevisiae Mot1-301 growth rescue, ATP luminescence, 38.5C; percent above DMSO median, 100 means doubled | growth rescue, % at 18.8 µM | 320,000 compounds, 1% hits | AID 2716;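 active means every valid replicate shows activation above 250% relative to neutral control wells; inactive means the rest, any valid replicate at or below 250%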;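 further: OY570 slx delta 5 strain wells were the positive control but not used for scaling; some compounds called inactive have numbers as strong as hits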
NSD2 HMT inh – blocks human histone methyltransferase NSD2; O96028; NSD2 peptide methylation, AlphaScreen, 120 min; inhibition, % at 12.5 µM; 310,000 compounds, 0.54% hits; in the data active means inhibition above about 50%
The depositor's hits bear a star; nt = not tested or not shown. Rows are unselected, and some 3.2% of all compounds hit somewhere here.

SMILES | Keap1 Nrf2 FP | Cardiac RTF inh | Rtt109 Vps75 | RTF Ca sens act | PfHsp90 yeast 2 | dFosB act | C-LANA FP | CDK5 inh | PvdQ inh | Mot1-301 SUMO | NSD2 HMT inh
N#C/C(=C\c1ccc(Cl)c([N+](=O)[O-])c1)c1ccccn1 | -1.0 | 5.6 | -0.7 | -1.7 | -24.1 | 0.5 | 0.3 | -4.5 | -6.0 | 37.5 | -1.8
O=C1N=C2N(CCN3CCCCC3)c3ccccc3N2/C1=C\c1ccc([N+](=O)[O-])s1 | 3.2 | -22.4 | -18.3 | -5.0 | -25.4 | -14.6 | 0.2 | -1.4 | -7.8 | nt | -2.5
Cc1ccc(C)c(S(=O)(=O)Nc2cc3c4c(c2)CCN4C(=O)CC3)c1 | -3.0 | -4.8 | 14.8 | -4.6 | nt | -0.6 | -0.8 | 0.4 | 15.6 | -18.3 | -4.8
COc1ccc([C@@H]2C[C@H](c3ccccc3)Oc3cc(OC)c(OC)c(OC)c32)cc1 | -0.9 | -9.1 | 1.4 | -2.5 | nt | -1.6 | -2.6 | -1.0 | -8.4 | -2.9 | nt
Cc1ccc(C(=O)NCCC(=O)NCc2cc(=O)n(C)c(=O)n2C)cc1 | 1.6 | -4.5 | 4.0 | -3.1 | -83.2 | 10.9 | -0.8 | 0.0 | 4.4 | 6.2 | -0.1
OCC1(Cc2ccc(Cl)cc2)CCN(Cc2ccc(Oc3ncccn3)cc2)CC1 | 0.2 | nt | -8.1 | nt | -5.9 | -6.7 | -0.6 | -0.2 | -8.4 | 4.5 | -2.0
O=C1N=C(N2CCCC2)S/C1=C\c1ccccc1 | -6.9 | -11.6 | 4.0 | 2.9 | 1.0 | -1.8 | -1.1 | -0.7 | -7.4 | -0.7 | -2.9
Cc1ccc(C(C(=O)NC(C)(C)C)N(C(=O)c2csnn2)c2cccc(F)c2)o1 (centres undefined) | -3.6 | -16.4 | 3.5 | 7.8 | 16.8 | -11.7 | -0.2 | 0.1 | -10.8 | 258.7 | 6.0
O=C(CN1CCN(S(=O)(=O)c2ccc(Cl)cc2)CC1)Nc1ccc2c(c1)OCO2 | 0.1 | 2.4 | 9.9 | 6.8 | -19.1 | -12.7 | 0.2 | 0.2 | 7.0 | 28.1 | -0.5
C=CC[C@@H](CC(=O)N[C@H](CO)Cc1ccccc1)C(=O)N[C@@H](COC(=O)[C@@H](CC=C)Cc1ccc(F)cc1)Cc1c[nH]c2ccccc12 | -2.8 | -10.8 | 1.4 | 1.9 | -7.5 | 5.0 | -5.3 | -2.2 | -5.9 | 1.9 | nt
COc1ccc(S(=O)(=O)NNC(=O)C2CC(c3cccnc3)=NO2)cc1 (centres undefined) | -0.3 | 0.1 | -7.2 | 5.3 | -10.4 | 0.6 | -0.6 | 1.9 | -14.8 | -15.5 | 1.9
O=C(Cc1ccc(Cl)cc1Cl)NC1CCCCCC1 | -1.9 | -0.9 | nt | 2.0 | 14.0 | 2.2 | -0.3 | 3.3 | 14.9 | -25.2 | -0.1
COC(=O)CN(c1ccc(C)cc1)S(=O)(=O)c1ccc2c(c1)n(C)c(=O)c(=O)n2C | -1.8 | -8.4 | -1.8 | 0.0 | 36.2 | -15.6 | -1.9 | 1.0 | -9.8 | -6.7 | nt
N#C/C(=C(/O)CO/N=C/c1ccccc1Cl)c1nc2ccccc2[nH]1 | 0.3 | 6.1 | -2.6 | -1.4 | 4.3 | -3.2 | 0.0 | 0.1 | -3.5 | -16.1 | 0.4
Cc1cc(C)n(-c2ccc(NC(=O)C3CCCCN3C(=O)c3cc(C)oc3C)cc2)n1 (centres undefined) | 1.2 | 3.2 | 4.2 | -6.9 | 10.2 | -1.3 | 0.4 | 1.2 | -0.1 | 5.3 | 7.5
CCOC(=O)N1CCN(C(=O)C(=O)NNC(=O)COc2ccc(Cl)cc2)CC1 | -7.3 | -6.1 | 1.4 | 1.0 | -31.9 | 0.6 | -0.3 | 0.1 | -11.9 | -14.8 | -5.3
Cc1ccc2c(=O)cc(C(=O)NC3CCS(=O)(=O)C3)oc2c1 (centres undefined) | -1.4 | 9.4 | -1.5 | -0.8 | 11.8 | 5.4 | -1.0 | -1.4 | -4.1 | 17.4 | 21.8
Cc1sc2nc(CSCC(=O)NC(C)(C)C)[nH]c(=O)c2c1C | -2.1 | -0.5 | nt | 3.5 | 3.7 | -9.4 | -0.1 | -0.6 | 1.5 | -7.6 | -2.3
NC(=O)[C@@H]1CCCN1Cc1c(C(=O)N2CCc3ccccc3C2)nc2ccc(Cl)cn12 | -3.2 | -9.3 | -4.1 | -0.2 | -7.1 | -12.0 | 9.5 | 0.0 | -13.1 | -3.2 | 3.1
COc1cc(-c2cc(C(=O)OCC(=O)Nc3ccc4c(c3)OCO4)c3ccccc3n2)cc(OC)c1OC | 0.9 | -10.9 | -4.1 | -9.5 | 17.7 | -6.6 | 0.1 | -0.6 | -9.8 | -7.0 | 2.6
CCC(=O)Nc1ccc2nc(SCC(=O)N3CCOCC3)sc2c1 | -6.0 | 0.2 | 1.0 | -3.3 | 41.7 | -3.7 | 0.5 | -4.1 | -1.5 | 59.0 | 2.0
CNCC(O)CN(c1ccccc1)c1ccccc1 (centres undefined) | -5.1 | 6.3 | 1.2 | 0.0 | -5.0 | 3.7 | 0.4 | -0.4 | -12.0 | -4.3 | 9.0
Cn1c2ccccc2c2cc(/C=N/NC(=O)c3ccccc3F)ccc21 | -2.9 | -5.3 | 10.2 | 4.8 | -8.2 | -11.4 | 0.6 | 1.2 | 17.7 | 148.3 | -3.0
Cc1ccsc1C(=O)N(C)C1CCS(=O)(=O)C1 (centres undefined) | -8.0 | -13.1 | 1.0 | 3.5 | 6.8 | 4.5 | -0.1 | -1.2 | -6.4 | 5.4 | -0.7
O=C(NCCOc1ccccc1)C1CCC(=O)N(CCc2ccc(Cl)cc2)C1 (centres undefined) | -3.2 | -7.7 | -8.2 | 1.1 | 5.7 | -13.2 | 1.6 | 0.6 | -12.7 | 52.6 | -0.4

Exported in markdown: entries from further up
| structure | Keap1 Nrf2 FP | Cardiac RTF inh | Rtt109 Vps75 | RTF Ca sens act | PfHsp90 yeast 2 | dFosB act | C-LANA FP | CDK5 inh | PvdQ inh | Mot1-301 SUMO | NSD2 HMT inh |
| --- | --- | --- | --- | --- | --- | --- | --- | --- | --- | --- | --- |
| Cc1ccsc1C(=O)N(C)C1CCS(=O)(=O)C1 (centres undefined) | -8.0 | -13.1 | 1.0 | 3.5 | 6.8 | 4.5 | -0.1 | -1.2 | -6.4 | 5.4 | -0.7 |
| COc1ccc(S(=O)(=O)NNC(=O)C2CC(c3cccnc3)=NO2)cc1 (centres undefined) | -0.3 | 0.1 | -7.2 | 5.3 | -10.4 | 0.6 | -0.6 | 1.9 | -14.8 | -15.5 | 1.9 |

Next section.
SMILES | Keap1 Nrf2 FP | Cardiac RTF inh | Rtt109 Vps75 | RTF Ca sens act | PfHsp90 yeast 2 | dFosB act | C-LANA FP | CDK5 inh | PvdQ inh | Mot1-301 SUMO | NSD2 HMT inh
COc1cc([N+](=O)[O-])ccc1Nc1nc(C)cc(C)n1 | -7.4 | -5.4 | -7.0 | 3.2 | nt | -2.6 | 1.8 | 1.0 | -5.4 | 18.5 | -5.5
COc1cccc(OC)c1C(=O)NC(=S)Nc1cc(-c2nc3ccccc3[nH]2)ccc1Cl | -2.2 | -1.8 | -1.4 | 2.1 | -41.8 | -12.1 | -1.0 | 1.8 | -5.0 | 17.2 | -3.2
Cc1sc2ncnc(N3CCN(Cc4ccccc4)CC3)c2c1-c1ccc(F)cc1 | -4.3 | -14.7 | 2.7 | -0.7 | -112.6 | -22.0 | -1.2 | 0.3 | -16.1 | -1.9 | -1.6
COc1ccc(NC(=O)CSc2nnnn2C2CCCC2)cc1 | -4.6 | -4.5 | 5.0 | 10.4 | -34.2 | 2.8 | -1.7 | -4.8 | -2.6 | 52.7 | -7.9
CCOC(=O)c1c(NC(=O)c2ccc(S(=O)(=O)N3CCOCC3)cc2)sc2c1CCN(C(C)C)C2 | 0.6 | 0.4 | 6.0 | 2.1 | -7.1 | -13.4 | -11.0 | -0.2 | 0.1 | 2.6 | -2.0
O=C(Nc1cccc(S(=O)(=O)N2CCOCC2)c1)c1cn(-c2ccccc2)nc1-c1ccc(F)cc1 | -0.8 | -7.6 | -4.1 | 3.1 | 5.3 | 3.6 | 0.3 | 0.4 | 23.1 | -2.9 | -0.7
Cc1c(NC(=O)C(=O)/C=C(\O)c2ccc(Cl)cc2)c(=O)n(-c2ccccc2)n1C | -3.8 | -21.0 | 15.1 | 7.3 | 21.2 | -6.7 | -0.2 | -1.5 | 7.2 | 293.8* | 0.6
COc1ccc(NC(=O)c2ccc3c(c2)n(C)c(=O)n3C)cc1 | -2.9 | -3.4 | 14.5 | 2.7 | -5.9 | 2.0 | 0.4 | -1.5 | -14.5 | 20.7 | nt
CC[C@@]12C(=O)N(c3cccc(F)c3)C(=O)N1[C@H](c1ccc(OC)cc1)[C@@H]1C(=O)N(C(C)(C)C)C(=O)[C@@H]12 | -3.0 | 2.0 | -11.5 | -3.1 | -2.6 | -4.2 | -1.3 | -1.2 | -8.7 | 10.6 | nt
C/C(=C\c1ccccc1)CN1CCC(C(=O)N2CCC(C)CC2)CC1 | -0.7 | -3.5 | -5.2 | 3.0 | 8.3 | -4.7 | 0.0 | 0.5 | -3.1 | 148.7 | 2.9
O=C(NCc1ccccn1)Nc1ccccc1Cl | -4.8 | 0.4 | -8.8 | 3.8 | -23.4 | -2.9 | 0.1 | -0.6 | -14.0 | -10.5 | -3.1
CC(=O)c1ccc(-n2c(C)ccc2-c2ccccc2)cc1 | 0.9 | -5.4 | -0.5 | 0.9 | nt | -12.3 | -0.4 | 0.4 | -4.7 | -11.3 | 3.8
O=C(Cc1ccc(S(=O)(=O)N2CCOCC2)s1)Nc1ccc(N2CCOCC2)cc1 | -2.5 | -10.6 | -7.3 | 2.9 | 11.1 | -3.1 | -0.9 | 0.2 | -11.6 | 100.4 | 4.0
COC(=O)c1cc(S(=O)(=O)NCCc2ccc(Cl)cc2)c[nH]1 | -2.3 | -3.9 | -5.8 | -2.3 | 6.3 | -1.3 | -0.2 | -0.2 | -17.1 | -10.9 | nt
Cc1ccccc1OCC(=O)NCC(c1cccs1)N1CCOCC1 (centres undefined) | -1.7 | -4.5 | 0.4 | -3.3 | 4.3 | 5.2 | 0.9 | -1.9 | -8.7 | -10.3 | -0.6
CCOC(=O)c1nn(-c2cccc(Cl)c2)c2nc(Nc3ccccc3)cc(=O)n12 | -0.8 | -3.1 | -2.9 | -5.6 | -54.1 | 3.8 | 1.7 | -0.7 | -6.3 | 2.8 | -1.2
CN1CCN(C(=O)/C=C\C(=O)O)CC1 | 4.8 | -5.3 | -0.8 | -6.9 | 1.7 | -3.5 | 1.7 | 0.8 | -5.9 | 226.7 | -0.9
CCC(=O)N1CCc2cc(S(=O)(=O)NC(Cc3ccccc3)C(=O)Nc3nccs3)ccc21 (centres undefined) | -0.4 | -3.3 | -4.2 | -9.2 | -2.6 | 2.7 | -0.2 | -0.2 | 1.0 | nt | -2.9

Source: PubChem
